# Compound activity: PubChem BioAssay, National Center for Advancing Translational Sciences (NCATS)
# EPAC2 antagonist = EPAC2 (human) antagonism; Potency, µM (doses to about 114 µM), for inactives: at the highest dose activity, negative = inhibition, hits mostly inhibitors; 360,000 tested, 0.18% active; EPAC2 GEF exchange of Rap1B-BODIPY-GDP, fluorescence; Q8WZA2; further: potency means the concentration at half of the fitted maximal effect; on the % scale 0 is the no-effect control and ±100 the full control effect; nearly all actives have a fitted effect of over 45% in size; many of its hits are not listed in these tables
# DRD3 agonist = D3 dopamine receptor (human) agonism; D3R DiscoveRx beta-arrestin cells, luminescence, 90 min; max activation, %; 410,000 tested, 0.58% active; AID 652048; in the data active means max activation above about 30%; further: 0% is about no effect; mostly tested at two doses, the higher about 12 µM
# Target sequence (P35462 whole entry, looked up): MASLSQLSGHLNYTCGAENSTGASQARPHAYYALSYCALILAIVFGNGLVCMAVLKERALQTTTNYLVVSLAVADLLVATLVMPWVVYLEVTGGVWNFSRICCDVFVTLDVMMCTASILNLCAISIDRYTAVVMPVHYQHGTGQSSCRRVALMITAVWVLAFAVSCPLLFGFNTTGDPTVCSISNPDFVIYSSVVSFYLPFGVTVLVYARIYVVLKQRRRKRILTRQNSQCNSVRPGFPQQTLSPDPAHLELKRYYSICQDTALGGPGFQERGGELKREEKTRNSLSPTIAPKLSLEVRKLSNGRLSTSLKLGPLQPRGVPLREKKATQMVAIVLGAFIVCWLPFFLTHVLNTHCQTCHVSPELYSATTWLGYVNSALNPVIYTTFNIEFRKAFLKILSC
#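 Agonist-mode cell screen: cells plated at 1500/well and incubated overnight at 37 °C, then exposed to library compounds for 90 min at 37 °C. Detection reagent was added for 30–60 min at room temperature, and luminescence was read.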
# EPAC2 ag = EPAC2 (human) agonism; Potency, µM (top dose mostly 154 µM), for the others: at the highest dose activation, most hits filed as activators; 360,000 tested, 0.079% active; Q8WZA2; EPAC2 activation, biochemical qHTS; response scale: 100% = 6.5 mM cAMP response; AID 720711; further: potency means the concentration at half of the fitted maximal effect; nearly all actives have a fitted effect of over 50% in size
#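 Nucleotide exchange monitored as fluorescence drop when BODIPY-GDP leaves Rap1B. Reaction: 100 nM EPAC2, 250 nM RAP1B-BODIPY-GDP, 50 uM GDP, room temperature, kinetic read over 30 min. Activity expressed relative to 6.5 mM cAMP.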
# pAkt inh = Akt phosphorylation inhibition. Neuro2A IGF-stimulated pAkt S473 HTRF, 20 min; active compounds read low. activity change, % for hits at 50 µM. 360,000 tested, 0.32% active. AID 651550; in the data active means activity change below about -80%; inconclusive means mostly about -51% to -80%; further: on the % scale 0 is the no-effect control and ±100 the full control effect
#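 Single-point screen (50 µM final compound) in Neuro2A cells stimulated 20 min with 6 nM IGF at 37 deg C. After lysis, Ser473-phosphorylated Akt read by HTRF (ex 330 nm, em 615/665 nm) as the 665/615 ratio.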
# PTHR1 agonist = activates the human parathyroid hormone receptor PTHR1 | Potency, µM (top dose mostly 115 µM), without a hit: at the top dose activation, actives largely listed as activators | 410,000 tested, 0.075% active | HEK293 GP2 PTHR1 cells, GloSensor cAMP luminescence, 1 h | Q03431 | AID 743266; further: potency means the concentration at half of the fitted maximal effect; nearly all actives have a fitted effect of over 55% in size; some results filed as inactive show a strong effect at the top dose; inactives centre near -15; many of its hits are not listed in these tables
# Target sequence (Q03431 whole entry, looked up): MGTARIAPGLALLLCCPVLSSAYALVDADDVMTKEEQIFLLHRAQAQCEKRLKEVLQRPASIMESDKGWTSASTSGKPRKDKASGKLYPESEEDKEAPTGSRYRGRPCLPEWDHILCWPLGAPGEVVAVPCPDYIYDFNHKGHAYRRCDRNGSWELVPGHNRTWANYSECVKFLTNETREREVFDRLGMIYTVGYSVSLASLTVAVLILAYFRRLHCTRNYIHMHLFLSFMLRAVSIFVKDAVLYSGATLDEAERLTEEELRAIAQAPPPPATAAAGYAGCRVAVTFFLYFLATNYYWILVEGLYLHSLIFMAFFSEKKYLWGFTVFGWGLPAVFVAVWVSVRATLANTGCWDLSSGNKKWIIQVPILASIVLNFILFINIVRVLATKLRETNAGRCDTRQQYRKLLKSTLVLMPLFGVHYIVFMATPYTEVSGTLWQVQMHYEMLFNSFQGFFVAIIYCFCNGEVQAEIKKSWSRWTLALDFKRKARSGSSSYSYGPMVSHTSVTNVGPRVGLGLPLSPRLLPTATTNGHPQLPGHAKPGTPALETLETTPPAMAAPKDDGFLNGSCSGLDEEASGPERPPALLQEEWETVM
#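 HEK-293-derived GP2 cells expressing PTHR1 and a GloSensor cAMP reporter, 3,000/well, plated overnight, given luciferin plus IBMX (each 0.5 mM as added) for 1 h at 37 °C, then compound for 1 h at 37 °C. Luminescence was read after 15 min at room temperature.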
# Mm-Cpn inhibitor = inhibitors of Methanococcus maripaludis chaperonin (MmCpn); purified Mm-Cpn ATPase, ADP Transcreener TR-FRET; Potency, µM (highest dose often 76.9 µM), for inactives: at the top dose activity, negative = inhibition, actives largely listed as inhibitors; 330,000 tested, 0.031% active; further: potency means the concentration at half of the fitted maximal effect; on the % scale 0 is the no-effect control and ±100 the full control effect; nearly all actives have a fitted effect of over 80% in size
#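 ATPase turnover read by TR-FRET ADP competition (Eu cryptate antibody/ADP-d2, 665/590 nm): 10uM ATP final, 25nM Mm-CPN final, 30 min 37degC after 10-min compound preincubation, pH 7.4 Tris/KCl/MgCl2/DTT buffer.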
# DRD3 antagonist = D3 dopamine receptor (human) antagonism; P35462; D3R cells, DiscoveRx beta-arrestin luminescence, antagonist mode; active compounds read low; max response, negative = inhibition, %; 360,000 tested, 2.5% active; AID 652054; in the data active means max response below about -50%; inconclusive means no clear call, values can overlap the other calls; further: on the % scale 0 is the no-effect control and ±100 the full control effect; mostly tested at two doses, the higher about 12 µM
#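 Cells plated overnight at 1500 cells/well, then exposed to library compounds with dopamine controls for 90 minutes at 37 degrees C. DiscoveRx reagent added for 30–60 minutes at room temperature; luminescence read, quantitative HTS format.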
# CCT chaperon mod = modulators of cytosolic chaperonin (CCT/TRiC) activity; activity change, % (no concentration beside the values), hits read low; purified chaperonin ATPase assay, HTRF ADP detection, 30 min; 360,000 tested, 0.3% active; in the data active means activity change below about -30%; further: on the % scale 0 is the no-effect control and ±100 the full control effect
#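 Enzyme 40 or 20 nM (batch-dependent) in Tris pH 7.4/KCl/MgCl2/DTT; cpd 76 uM single point; ATP 10 uM; 30 min 37 °C; Transcreener ADP HTRF detection, 30 min RT; ratio 665/615.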
# Active calls of the source: *; i = inactive; ? = inconclusive; nt = not tested or not shown; & = joins results of further samples; [ ] = dose if it differs, or a comment. Unless noted, the call rests on the fitted dose curve; in most records, active means well fitted curve in the direction sought with a large enough effect; inconclusive means small, poorly fitted or top-dose-only effect, or another doubt; inactive means no such curve, though single readings can be large; an effect the other way counts as inactive or inconclusive. The list is partial, so the mix of outcomes need not match the whole.
Compound,EPAC2 antagonist,DRD3 agonist,EPAC2 ag,pAkt inh,PTHR1 agonist,Mm-Cpn inhibitor,DRD3 antagonist,CCT chaperon mod
COc1ccc([C@@H](NC(=O)OC(C)(C)C)C(=O)OC(C)(C)C)cc1,8%,9,-3%,i,i,2%,2,-2.1
O=C(NC(=S)NCc1ccccc1)C1CC1,-9%,-4,10%,i,i,-3%,-17,0.1
CCc1nc2ccc(C(=O)N(CC)CCN(C)C)cn2c1N(C=O)CCC(C)C,10%,-15,8%,i,i,nt,-18,-1.9
Cc1cc(=O)[nH]c(N/N=C/c2ccc(C)o2)n1,15%,6,19%,i,i,-2%,0,-4.5
COc1ccc(Cn2c(CCC(=O)Nc3ccc(C)c(C)c3)nc3cccnc32)cc1,-17%,4&2,-15%,i,i,2%,25,0.9
CCOC(=O)c1ccc(OCC(=O)c2ccc(O)cc2O)cc1,6%,2,9%,i,-12%[57.5 µM],0%,23,-2.7
Nc1nnn(CC(=O)N/N=C/c2cccc(Cl)c2)n1,8%,12,10%,i,i,1%,5,-4.8
CC(=O)Nc1ccc2c(O)cc(S(=O)(=O)O)cc2c1,15%,-6,14%,i,24%,nt,-15,-1.6
CC(C(c1cccs1)c1c(N)n(C)c(=O)n(C)c1=O)[N+](=O)[O-] (centres undefined),0%,1,2%,i,i,0%,24,-2.7
Cn1ncc(Br)c1C(=O)Nc1ccc(Cl)cn1,3%,-1,10%,?,-10%[57.5 µM],-1%,12,-1.3
O=C(Nc1ccccc1)N1CCN(c2ccccn2)CC1,5%,5,2%,i,i,0%,-1,0.7
O=C(NC1CC2CCCC(C1)N2C(=S)Nc1ccc(Cl)cc1)C1CC1 (centres undefined),28%,3,-3%,i,-30%[inhibitor],1%,3,-0.3
O=C(Nc1ccc(F)c(Cl)c1)c1cc(C2CCCCN2C(=O)C2CC2)on1 (centres undefined),-3%,-6,6%,i,-18%,nt,-19,-2.0
C/C(=N\NC(=O)c1nnn(-c2nonc2N)c1CSc1ccc(C)cc1)c1cccnc1,-9%,2,17%,i,-28%,nt,19,0.4
O=C(CN1CCN(Cc2ccccc2F)C1=O)NCc1ccco1,4%,-2,0%,i,-7%[57.5 µM],-7%,7,-2.0
Nc1ccc2nc(CCCO)[nH]c2c1,4%,-6,9%,i,i,0%,7,1.2
CCOc1ccc(C2C(C#N)=C(N)SC(N)=C2C#N)c(OCC)c1,-2%,5,1%,-85%*,i,?,39,-11
O=C(c1ccc(CN2CCOCC2)cc1)N1CCN(c2cccc(Cl)c2)CC1,-14%,-4,2%,i,-14%,-1%,21,-2.2
Cc1ccc(S(=O)(=O)NCC(=O)NNC(=O)c2ccccc2Cl)cc1C,-4%,0,6%,i,i,-8%,3,0.2
COc1c(Br)cc2c(C)c(C(=O)N3CCOCC3)oc2c1Br,0%,1,2%,-114%*,-25%,-3%,0,-0.8
O=C(Nc1ccc(Cc2ccncc2)cc1)c1ccco1,21%,-9,8%,i,i,0%,-18,-1.2
CC(C)Sc1ncnc2c1oc1ccccc12,3%,21,12%,i,-14%,-1%,10,-1.8
CCN(CC)CCn1c2ccccc2c2nc(C)sc21,6%,-2,9%,i,-19%[57.5 µM],1%,16,-0.2
FC(F)(F)c1cccnc1Oc1ccc(C2=NCCS2)cc1,-11%,-4,17%,i,-7%,2%,4,-3.3
CCOC(=O)[C@]12CCC=C1N(Cc1ccco1)C(=O)[C@H](CC(=O)NCc1ccc(OC)c(OC)c1)C2,-1%,3,8%,i,-20%,nt,16,-0.2
CCN(Cc1nc2cc(Cl)ccc2c(=O)[nH]1)C(=O)c1cc(C2CC2)nn1-c1ccccc1,-11%,-7,8%,i,-19%,-4%,-10,0.6
CC(C)NC(=S)N/N=C/c1sc(N2CCCCC2)nc1-c1cccs1,7%,3,14%,i,i,-4%,1,2.8
COCCN(C(=O)CCC(=O)Nc1ccccn1)C(C(=O)NCCC(C)C)c1ccc(C)cc1 (centres undefined),?,0,-2%,i,-6%,2%,10,-0.3
Cn1cc(CNC(=O)C23CC4CC(CC(C4)C2)C3)cn1,0%,-8,2%,i,-12%,0%,-20,-0.6
O=C(COC(=O)CNC(=O)c1ccc(Cl)cc1Cl)NCc1ccco1,5%,0,-3%,i,i,-3%,8,-2.0
CN(C)c1ccc(/C=c2\sc3n(c2=O)CCCN=3)cc1,0%,-1,13%,i,i,?,3,1.8
C#CCNC(=O)C1=C[C@@H](c2ccc(Br)cc2)C[C@@H](OCc2ccc(CO)cc2)O1,-18%,-12,15%,i,-3%,nt,-13,2.5
O=C(C1CC(c2ccc(F)cc2)=NO1)N1CCCCC1 (centres undefined),4%,6,-7%,i,-22%,-2%,-1,2.6
O=c1[nH]cnc2c1cnn2Cc1ccccc1Cl,3%,28,-2%,i,-9%,1%,-8,0.8
COc1ccc(C2CC(c3ccccc3)=NN2C(=O)CSc2nccc(=O)[nH]2)cc1 (centres undefined),5%,-18,-8%,i,-24%,-3%,17,2.4
NNC(=O)C1CCN(S(=O)(=O)c2ccc(Cl)cc2)CC1,-1%,2,7%,i,-4%,nt,18,-2.4
O=C(N/N=C/c1cccc(F)c1)NC1CCCCC1,-8%,7,0%,i,-34%[inhibitor],1%,-16,-3.4
Cn1c(=O)c2c(SCC(=O)c3ccccc3)nc(C3CC3)nc2n(C)c1=O,12%,-4,2%,i,-3%,1%,0,0.8
CN(C)S(=O)(=O)c1ccc(C(=O)Nc2nnc(SCc3cccc4ccccc34)s2)cc1,21%,5,6%,i,-10%,-4%,8,1.5
CC1CCc2sc(C(=O)N/N=C/C3CCCCC3)cc2C1 (centres undefined),-17%,-11,7%,i,-9%,1%,5,-1.5
COc1ccc2nc(N3CCCC(O)C3)c(C#N)cc2c1 (centres undefined),3%,-5,2%,i,-4%,-1%,-12,-2.1
Cc1cccc(-n2c(SCC(=O)Nc3cccc(S(=O)(=O)NC4=NCCCCC4)c3)nc3ccccc3c2=O)c1C,-13%,-1,10%,i,i,-11%,-11,-6.8
CC(C)OC(=O)C1C2C=CC3(CN(CC4CCCO4)C(=O)C13)O2 (centres undefined),-1%,0,2%,i,i,-10%,10,-1.2
COc1cc(/C=C2\SC(=S)N(CC(=O)O)C2=O)ccc1OS(=O)(=O)c1ccc(C)cc1,?,-11,-12%,i,-13%,2%,-24,1.0
N/C(Cc1cccc2ccccc12)=N\OC(=O)Cc1cccs1,9%,5,14%,i,i,0%,-10,3.0
COc1ccccc1CNS(=O)(=O)c1cccs1,-14%,4,2%,i,-4%,1%,7,-0.8
CC(=O)CCc1c(C)[nH]c2ccccc2c1=O,7%,-5,4%,i,?,2%,-25,0.6
COc1ccc(-c2csc(Nc3ncccc3C)n2)cc1OC,-1%,8,8%,i,-25%[57.5 µM],-6%,36,-0.1
Cc1cc(C)n(-c2nc(SCCN(C)C)c3c4c(sc3n2)CCCC4)n1,-3%,-16,2%,i,-4%,-4%,-71*,0.2
CCOc1ccc(-c2nnc(NC(=O)c3ccc(OCC(C)C)c(OC)c3)o2)cc1,1%,4,-18%,i,-17%[57.5 µM],-1%,?,2.7
COc1ccccc1-c1nc(COc2ccc(Cl)cc2Cl)no1,4%,-20,5%,i,-11%,1%,-16,0.8
CCOc1cc(C2/C(=C(/O)c3ccc(OC(C)C)cc3)C(=O)C(=O)N2CCCOC)ccc1O (centres undefined),1%,2,8%,i,22%[57.5 µM],-3%,-25,-1.2
CCN(CCCNC(=O)CN1C(=O)COc2ccccc21)c1cccc(C)c1,0%,-1,0%,nt,i,-2%,22,-0.4
O=C(Nc1nnc(SCc2ccc(F)cc2)s1)C1CC(=O)N(Cc2ccccc2)C1 (centres undefined),-1%,1,-1%,i,-81%[inhibitor],1%,35,0.6
CCOC(=O)c1c(C)[nH]c(C(=O)COC(=O)c2oc3ccc(OC)cc3c2C)c1C,0%,3,-1%,i,i,1%,-13,-7.2
N#C/C(=C(/O)CO/N=C/c1ccccc1Cl)c1nc2ccccc2[nH]1,-7%,2,0%,i,i,1%,0,-3.2
Nc1nc2ccc(S(=O)(=O)c3ccc4nc(N)sc4c3)cc2s1,3%,-6,-14%,i,i,-3%,22,-0.2
CCCc1cc(-n2ccnc2C)n2c(nc3ccccc32)c1C#N,4%,1,-2%,i,i,nt,20,-2.3
COc1ccc(-n2c3c(cc(C(=O)NC4CCSC4=O)c2=O)C(=O)CC(C)(C)C3)cc1 (centres undefined),0%,2,3%,nt,-24%[57.5 µM],-10%,6,-6.6
O=C(O)CCSc1nnc(CNc2ccc(Cl)cc2)n1Cc1ccccc1,10%,-8,3%,i,i,0%,-5,-1.7

# One compound at a time, as listed above. Order of screens: EPAC2 antagonist, DRD3 agonist, EPAC2 ag, pAkt inh, PTHR1 agonist, Mm-Cpn inhibitor, DRD3 antagonist, CCT chaperon mod
# `CCCc1cc(-n2ccnc2C)n2c(nc3ccccc32)c1C#N` as listed: 4%, 1, -2%, i, i, nt, 20, -2.3
# `Cc1cc(C)n(-c2nc(SCCN(C)C)c3c4c(sc3n2)CCCC4)n1` as listed: -3%, -16, 2%, i, -4%, -4%, -71*, 0.2

# Next part.
Compound,EPAC2 antagonist,DRD3 agonist,EPAC2 ag,pAkt inh,PTHR1 agonist,Mm-Cpn inhibitor,DRD3 antagonist,CCT chaperon mod
O=C(Nc1cccnc1)c1cc2cc(Br)ccc2o1,3%,-2,8%,i,-33%[inhibitor],-6%,-3,-5.2
CC1C(=O)N2CCCc3cc(S(=O)(=O)N4CCCCC4)cc1c32 (centres undefined),9%,0,8%,i,-2%,1%,4,-3.7
Cn1nc(-c2ccc(C(=O)Nc3cccc(Cl)c3)cc2)c2ccccc2c1=O,-11%,-6,4%,i,-3%[57.5 µM],0%,-20,-1.6
Cc1cnc(NC(=O)c2c(Cl)cnn2C)s1,3%,1,2%,i,i,2%,-10,-0.7
CC(NC(=O)Nc1ccc([N+](=O)[O-])cc1)C(c1cccs1)N1CCCC1 (centres undefined),-7%,-8,7%,i,?,3%,-6,-1.8
